GLP1R ag = GLP-1 receptor (human) agonism | P43220 | HEK293 GLP-1R CRE-luciferase, luminescence, 4-6 h; cells express a hypersensitive GLP-1R form | Potency, µM (doses to about 45.6 µM), for inactives: at the highest dose activation, most hits filed as activators | 0.007% of 380,000 active | AID 624172; further: potency means the concentration at half of the fitted maximal effect; % of control where 0% means no effect
Target sequence (P43220 whole entry, looked up): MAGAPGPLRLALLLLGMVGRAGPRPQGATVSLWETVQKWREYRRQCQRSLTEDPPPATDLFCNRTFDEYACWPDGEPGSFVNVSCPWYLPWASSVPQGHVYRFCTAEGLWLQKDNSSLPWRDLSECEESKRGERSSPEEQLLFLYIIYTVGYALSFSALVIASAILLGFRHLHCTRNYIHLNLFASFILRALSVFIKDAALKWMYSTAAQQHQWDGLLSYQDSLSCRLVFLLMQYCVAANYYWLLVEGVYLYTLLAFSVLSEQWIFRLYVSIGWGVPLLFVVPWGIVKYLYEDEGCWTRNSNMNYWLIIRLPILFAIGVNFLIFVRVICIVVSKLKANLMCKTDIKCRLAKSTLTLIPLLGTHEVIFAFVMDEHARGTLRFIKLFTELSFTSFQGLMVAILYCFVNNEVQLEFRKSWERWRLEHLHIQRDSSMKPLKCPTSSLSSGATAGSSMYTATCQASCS
EPAC1 antagonist = EPAC1 (human) antagonism | O95398 | EPAC1 GEF assay, Rap1b-BODIPY-GDP exchange fluorescence | Potency, µM (highest dose often 115 µM), for inactives: top-dose activity change, negative = inhibition, most hits filed as inhibitors | 0.14% of 360,000 active;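 further: potency means the concentration at half of the fitted maximal effect; plate controls were vehicle for no effect and positive control for full effect; nearly all actives have a fitted effect of over 50% in size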
GLP1R cytotox = cytotoxicity counter-screen for GLP-1 receptor inverse agonists. HEK293 cAMP-luciferase reporter cells, luminescence, 24 h. Potency, µM (highest dose often 38.3 µM), inactives show top-dose activity change, negative = inhibition, actives largely listed as inhibitors. 0.13% of 410,000 active. AID 624418;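 further: loss of luciferase light is scored as toxicity; potency means the concentration at half of the fitted maximal effect; on the % scale 0 is the no-effect control and ±100 the full control effect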
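To flag toxic compounds, the library was rerun on cells for 24 hr at 37 deg C and 5% CO2. Viability-linked luminescence was captured 12 min after adding luciferase detection reagent.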
EPAC1 ag = agonists of human EPAC1 | AID 720707 | EPAC1 agonist qHTS, biochemical assay; response scale: 100% = response to 6.5 mM cAMP | Potency, µM (series often up to 154 µM), without a hit: at the highest dose activation, hits mostly activators | 0.073% of 360,000 active; further: potency means the concentration at half of the fitted maximal effect; nearly all actives have a fitted effect of over 60% in size
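Read-out is the fluorescence drop as BODIPY-GDP leaves Rap1B (480 nm excitation, 540 nm emission), recorded every 5 minutes over 30 minutes. Reactions held 100 nM EPAC1, 250 nM Rap1B–BODIPY-GDP and 50 uM GDP, with 6.5 mM cAMP setting full activation.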
PLK1 PBD inh = PLK1 (human) polo-box domain binding inhibition. P53350. Plk1 PBD binding of FITC phosphopeptide, fluorescence polarization. Potency, µM, inactives show max response, negative = inhibition, hits mostly inhibitors. 2.8% of 360,000 active. AID 720504; further: potency means the concentration at half of the fitted maximal effect; series mostly up to about 57 µM; on the % scale 0 is the no-effect control and ±100 the full control effect; nearly all actives have a fitted effect of over 65% in size
Target sequence (P53350 whole entry, looked up, the tested form may be a part): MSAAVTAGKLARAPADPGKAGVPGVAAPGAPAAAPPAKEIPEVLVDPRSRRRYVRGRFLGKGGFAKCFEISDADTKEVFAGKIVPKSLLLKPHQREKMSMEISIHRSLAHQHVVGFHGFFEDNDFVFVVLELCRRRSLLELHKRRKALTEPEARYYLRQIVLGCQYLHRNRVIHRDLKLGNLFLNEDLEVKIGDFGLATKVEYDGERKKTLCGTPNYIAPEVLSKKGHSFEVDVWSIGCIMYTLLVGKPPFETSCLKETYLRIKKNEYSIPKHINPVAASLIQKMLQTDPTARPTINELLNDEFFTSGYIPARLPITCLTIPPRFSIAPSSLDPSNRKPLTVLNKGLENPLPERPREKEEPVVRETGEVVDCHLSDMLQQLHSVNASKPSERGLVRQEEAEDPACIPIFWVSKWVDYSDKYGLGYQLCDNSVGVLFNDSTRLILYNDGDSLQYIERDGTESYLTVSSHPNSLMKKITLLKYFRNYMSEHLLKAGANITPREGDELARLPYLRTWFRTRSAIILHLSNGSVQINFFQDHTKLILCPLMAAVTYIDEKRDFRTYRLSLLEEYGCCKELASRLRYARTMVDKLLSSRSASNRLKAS
GLP1R inv ag = acts as inverse agonist at human GLP-1 receptor. Potency, µM (top dose mostly 38.3 µM), for the others: at the highest dose activity change, negative = inhibition, hits mostly inhibitors. 1.6% of 410,000 active. HEK293 GLP-1R CRE-luciferase, luminescence, 24 h; GLP-1R form is constitutively active. P43220; further: potency means the concentration at half of the fitted maximal effect; on the % scale 0 is the no-effect control and ±100 the full control effect; nearly all actives have a fitted effect of over 55% in size
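GLP-1R inverse agonism mode: basal reporter luminescence in engineered HEK293 cells measured after one day of compound exposure at 37 deg C, with a 12 min room-temperature detection step.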
IL-2 act = IL-2 activation | IL-2 activation reporter assay, cell-based qHTS; stimulated with anti-CD3/CD4/CD28 beads; in transgenic mouse T cells | activation, % (series mostly up to about 46 µM) | 0.065% of 360,000 active | AID 652025; in the data active means activation above about 50%; inconclusive means mostly about 30% to 49%; further: 0% is about no effect
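Unstimulated transgenic mouse T cells; 60-min compound exposure; bead-based TCR/CD4/CD28 stimulation; 18 h culture, 37 degrees C; dual fluorescence (EGFP, DsRed) plate cytometry.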
PI5P4K alpha inh = PI5P4K alpha (human) kinase inhibition; P48426; PI5P4Kalpha enzyme, ADP-Glo luminescence, 60 min; hits give low values; max response, %; 1.2% of 330,000 active; AID 652105; active means max response of -50% or lower; inconclusive means between -30% and -50%; inactive means -30% or higher; further: value at the top dose of about 77 µM; on the % scale 0 is the no-effect control and ±100 the full control effect
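Controls without substrate or without enzyme flank wells where PI5P4Kalpha converts substrate using 5 microM ATP (final). Incubation lasts 60 minutes at room temperature; ADP formed is read by ADP-Glo luminescence.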
PTHR1 ag = agonists of human PTHR1 parathyroid hormone receptor; 0.075% of 410,000 active; AID 743266; Potency, µM (doses to about 115 µM), for inactives: at the highest dose activation, hits mostly activators; Q03431; HEK293 GP2 PTHR1 cells, GloSensor cAMP luminescence, 1 h; further: potency means the concentration at half of the fitted maximal effect; nearly all actives have a fitted effect of over 55% in size; some results filed as inactive show a strong effect at the top dose; inactives centre near -15; many of its hits are not listed in these tables
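HEK-293-derived GP2 cells expressing PTHR1 and a GloSensor cAMP reporter, 3,000/well, plated overnight, given luciferin plus IBMX (each 0.5 mM as added) for 1 h at 37 °C, then compound for 1 h at 37 °C. Luminescence was read after 15 min at room temperature.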
Starred values were filed as active, the others as inactive; i = inactive; u = inconclusive; x = no result given; & = joins results of further samples; [ ] = remark or other dose. Unless noted, the call rests on the fitted dose curve; in most records, active means well fitted curve in the direction sought with a large enough effect; inconclusive means small, poorly fitted or top-dose-only effect, or another doubt; inactive means no such curve, though single readings can be large; an effect the other way counts as inactive or inconclusive.

Compound,GLP1R ag,EPAC1 antagonist,GLP1R cytotox,EPAC1 ag,PLK1 PBD inh,GLP1R inv ag,IL-2 act,PI5P4K alpha inh,PTHR1 ag
CN(C)S(=O)(=O)c1ccc(N2CCCC2)c(C(=O)Nc2cccc(F)c2)c1,-11%,-13%,-5%,-1%,-4%,u,-3.5,-4,i
CCn1cc(C2=NOC(C(=O)Nc3ccccc3C(=O)OC)C2)c(C)n1 (configuration not stated),3%,0%,-5%,-6%,-1%,20%,0.3,8,-18%
O=C1CCCC(=NCc2ccco2)C1,2%,5%,-7%,-1%,-9%,4%,-1.1,x,-2%[57.5 µM]
CCOC(=O)N1CCN(C(=O)CSc2nnc(Cc3cccn3C)n2CCc2ccccc2)CC1,-2%,1%,-21%,15%,-10%,-7%,-0.6,x,-14%
CCCNC(=O)CN1C(=O)c2ccccc2Sc2ncccc21,3%,-11%,12%,-10%,5%,12%,4.3,-3,i
Cc1cccc(NCc2cc(Cl)ccc2O)n1,1%,-7%,4%,10%,-6%,3%,-2.0,x,-10%[57.5 µM]
CCCCN(C(=O)COc1ccc(NC(C)=O)cc1)C1CCS(=O)(=O)C1 (configuration not stated),8%,-14%,10%,2%,-18%,13%,-1.0,-3,24%
CCOC(=O)c1ccc(NC(=O)Cn2c(-c3nonc3N)nc3ccccc32)cc1,1%,0%,6%,-2%,21µM*,11%,-0.9,u,-1%

Entries above that contain a carbonyl joined to an NH by a bond outside any ring, in the order listed:
Compound,GLP1R ag,EPAC1 antagonist,GLP1R cytotox,EPAC1 ag,PLK1 PBD inh,GLP1R inv ag,IL-2 act,PI5P4K alpha inh,PTHR1 ag
CN(C)S(=O)(=O)c1ccc(N2CCCC2)c(C(=O)Nc2cccc(F)c2)c1,-11%,-13%,-5%,-1%,-4%,u,-3.5,-4,i
CCn1cc(C2=NOC(C(=O)Nc3ccccc3C(=O)OC)C2)c(C)n1 (configuration not stated),3%,0%,-5%,-6%,-1%,20%,0.3,8,-18%
CCCNC(=O)CN1C(=O)c2ccccc2Sc2ncccc21,3%,-11%,12%,-10%,5%,12%,4.3,-3,i
CCCCN(C(=O)COc1ccc(NC(C)=O)cc1)C1CCS(=O)(=O)C1 (configuration not stated),8%,-14%,10%,2%,-18%,13%,-1.0,-3,24%
CCOC(=O)c1ccc(NC(=O)Cn2c(-c3nonc3N)nc3ccccc32)cc1,1%,0%,6%,-2%,21µM*,11%,-0.9,u,-1%

The list continues:
Compound,GLP1R ag,EPAC1 antagonist,GLP1R cytotox,EPAC1 ag,PLK1 PBD inh,GLP1R inv ag,IL-2 act,PI5P4K alpha inh,PTHR1 ag
CCN(CC(=O)NCc1cccs1)S(=O)(=O)c1ccc([N+](=O)[O-])cc1,-1%,-18%,5%,-1%,-3%,4%,0.6,0,-1%
Cc1ccc(/C=[N+](\[O-])c2ccccc2C)o1,-11%,-4%,-11%,2%,5%,-2%,1.2,8,i
Cc1ccc(C(NC(=O)C2CCN(CCOc3ccc(Cl)cc3)CC2)c2ccccn2)cc1 (configuration not stated),-1%,-3%,-6%,-4%,5%,u,0.4,6,i
COc1ccccc1C(=O)Nc1nc2cc3c(cc2s1)OCCO3,-5%,11%,2%,-5%,2%,u,-0.9,-9,-30%[inhibitor]
CCOC(=O)c1oc2cc(O)cc(C)c2c(=O)c1-c1cscn1,0%,0%,-3%,9%,-4%,22%,0.3,-3,-49%[inhibitor][57.5 µM]
O=C(N/N=C/c1cccnc1)c1ccc(F)cc1,6%,26%,7%,17%,-12%,19%,-0.9,1,-19%
Cc1cc(N2CCN(C)CC2)nc2ccc(NC(=O)CCC(=O)NCc3ccco3)cc12,10%,20%,-2%,7%,-9%,0%,-2.8,x,i
CC(C)CCNC(=O)c1ccc2c(c1)N(C)C(=O)c1ccccc1S2,25%,-15%,3%&-2%,-1%,2%,u,-0.1,-3,u
NC(=O)c1ccc(NC(=O)CN2C(=O)NC3(CCCCCCC3)C2=O)cc1,7%,22%,-3%,-9%,1%,-11%,-0.6,-4,-15%
COc1ccccc1C(=O)NNC(=O)c1cccc(O)c1,-3%,-5%,0%,3%,-3%,u,0.1,0,-26%
N#CC1=C(Nc2ccccc2Cl)SC2(CCCC2)NC1=O,-3%,9%,-4%,3%,u,12%,-0.9,-51*,i
Cc1onc(-c2ccccc2Cl)c1C(=O)OCC(=O)N1CCN(c2ccccc2)CC1,-1%,-1%,-22%,7%,-8%,u,0.5,2,-60%[inhibitor]
COc1ccc(C(=O)Nc2ccnn2C2CCN(C(=O)c3cc(C)on3)CC2)cc1,-1%,11%,2%,5%,-3%,-25%,-0.7,4,i
Cc1cc(C)nc(NCCCc2ccccc2)n1,17%,0%,16%,6%,-5%,5%,-0.2,x,-6%
Cc1noc(C)c1CCC(=O)N1CCCC(CO)(Cc2ccccc2)C1 (configuration not stated),-7%,-29%,-1%,-1%,-15%,6%,-3.7,3,-42%[inhibitor]
COc1ccc(Oc2nc(C)cc(C)c2S(=O)(=O)c2ccc(C)cc2)cc1,1%,-3%,18%,3%,-4%,u,-2.3,-3,i

(listing goes on)
Molecule,GLP1R ag,EPAC1 antagonist,GLP1R cytotox,EPAC1 ag,PLK1 PBD inh,GLP1R inv ag,IL-2 act,PI5P4K alpha inh,PTHR1 ag
O=C(NN1CCOCC1)c1cc(-c2ccc(Br)cc2)nc2ccccc12,-3%,7%,-3%,-4%,-3%,4%,0.5,0,i
COc1ccc(NC(=O)c2ccc(NC(=O)C(C)C)cc2)c([N+](=O)[O-])c1,-2%,10%,2%,-8%,11%,4%,11,2,i
O=C(NCCCN1CCN(Cc2ccccc2)CC1)C1CCN(c2nnc(-n3cccc3)s2)CC1,9%,-7%,-28%,-3%,-7%,u,1.2,-3,-16%[57.5 µM]
COc1cc(C)c(Cl)cc1S(=O)(=O)n1cnc(C)c1,-1%,-4%,12%,4%,-6%,-12%,-1.3,x,i
CCCC[C@@H]1CNC(=O)C(=O)N1CC(C)(C)C,-1%,17%,-18%,14%,3%,14%,0.1,3,-24%
O=C1NCCCC2c3c(cc(Br)c(O)c3Br)OC12N1CCCCC1 (configuration not stated),-18%,1%,-17%,3%,u,u,1.3,-10,i
CC(=O)N(c1ccc(C)cc1)c1nc(C)cc(C)c1C#N,3%,-12%,-18%,12%,-21%,-2%,-0.6,0,-25%
CC1(C)SC(=S)N(Cc2ccc3c(c2)OCO3)C1N(O)C(=O)NC1CCCCC1 (configuration not stated),-12%,-17%,-8%,15%,0%,u,0.4,9,-12%
COc1ccc(CN2CCN(Cc3c[nH]c4ccccc34)CC2)c(OC)c1,4%,8%,-7%,3%,-15%,u,-1.2,1,i
Nc1ccc(Cl)cc1/C(=N/O)c1ccccc1,9%,-10%,-6%,-2%,4%,u,-1.3,0,i
COC(=O)C1=C(C)NC(=S)NC1c1ccc(-c2ccccc2C(=O)OC)o1 (configuration not stated),3%,-15%,2%,-1%,-24%,-15%,-0.6,-8,-12%
Cc1c(C(=O)O)cc(C(C)(C)C)n1CCSCCO,0%,4%,15%,6%,-6%,-4%,-6.0,2,i
O=C1CC2(CCCCC2)Oc2ccc(F)cc21,1%,-21%,-30%,-1%,4%,12%,0.1,1,i
CCCn1c(-c2cccs2)nc2c1c(=O)[nH]c(=O)n2Cc1ccccc1,11%,3%,13%,-7%,-10%,25%,-2.2,-2,-19%
Cc1ccc2nsnc2c1NC(=O)c1ccccc1[N+](=O)[O-],-1%,-9%,6%,8%,-2%,-2%,1.7,0,-7%
COc1cccc2cc(C(=O)N3C(C)CCCC3C)c(=O)oc12 (configuration not stated),9%,11%,0%,14%,-8%,2%,0.3,-2,i
COc1ccc(OC)c(NC(=O)CSc2nc(N)c(-c3ccccc3)c(=O)[nH]2)c1,15%,7%,41%,-6%,-4%,30%,-0.3,-10,26%[57.5 µM]
O=C(O)C1CCCN1c1nc(Cl)ccc1[N+](=O)[O-] (configuration not stated),0%,5%,0%,17%,-5%,-4%,-1.0,-4,13%
CC(=O)Nc1c(Cl)c(Cl)c2c(c1Cl)C(=O)c1cc(Cl)ccc1-2,2%,8%,-11%,-3%,1%,21%,-1.4,-2,-25%
Cc1onc(-c2c(F)cccc2Cl)c1C(=O)OCC(=O)NC(c1ccccc1)c1ccccc1,-10%,0%,7%,9%,-6%,0%,-2.1,x,i
O=C(Cc1cccs1)NNC(=S)NC(=O)c1ccccc1,13%,-5%,3%,7%,-6%,3%,-0.3,-6,-2%
Brc1ccc2nc(-c3cccs3)c(NCC3CCCO3)n2c1 (configuration not stated),4%,-4%,-9%,6%,3%,u,-0.1,-10,2%
CN1CCN(S(=O)(=O)c2ccc(NC(=O)c3ccc(Br)o3)cc2)CC1,0%,0%,-6%,-3%,-2%,-16%,0.8,x,-5%[57.5 µM]
CCn1ncc(/C=N\NC(=O)COc2cc(C)cc(C)c2)c1C,-3%,-8%,-8%,-2%,-7%,u,-1.3,4,-13%
COc1ccc(/C=C2\C(=O)NC(=S)N2C(=O)c2ccc(F)cc2)cc1,2%,u,2%,9%,43%[activator],-13%,14,-63*,-28%
CCCCn1c(N)c(N(CC(C)C)C(=O)C2CC(=O)N(Cc3ccco3)C2)c(=O)[nH]c1=O (configuration not stated),1%,-16%,8%,-3%,-12%,3%,0.6,1,-9%

This is a subset. The share of hits here may be higher or lower than overall.
